ATG4B inhibitor: inhibitors of human ATG4B cysteine protease; actives 0.51% (n = 340,000); inhibition, % at 8.33 µM; ATG4B cleavage of LC3-PLA2, NBD-HPC fluorescence, 1 h; Q9Y4P1; in the data active = inhibition above about 40%
PfG6PD inh: PfG6PD (Plasmodium falciparum) enzyme inhibition | actives 0.78% (n = 350,000) | inhibition, % at 20 µM | PfGluPho enzyme, NADPH resazurin-diaphorase fluorescence;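 active = inhibition reaching at least a set limit at 20 µM in the primary screen, cut at about 59% in these data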;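 also: 0% = DMSO wells with substrate and 100% = DMSO wells lacking glucose-6-phosphate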
hIAP inh: human IAP inhibition. P09923. purified IAP, CDP-Star luminescence, 30 min. inhibition, % at 10 µM. actives 0.12% (n = 330,000). AID 2544;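 active = inhibition reaching a set limit with compound at 10 µM in the primary screen, cut at about 35% in these data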;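 also: plate controls were DMSO wells with enzyme for no effect and no-enzyme buffer wells for full effect; values of inactives mirror those of a sister screen read the other way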
mIAP block: mouse IAP inhibition. actives 0.2% (n = 330,000). inhibition, % at 10 µM. purified mouse IAP, CDP-Star luminescence, 30 min;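 active = inhibition of at least 40% at 10 µM in the primary screen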;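 also: plate controls were DMSO with enzyme for no effect and no enzyme wells for full effect; values of inactives mirror those of a sister screen read the other way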
hIAP activ: human IAP activation. P09923. purified human IAP, CDP-Star luminescence, 30 min; stronger effect = higher value; 1 = vehicle-only enzyme, 0 = enzyme-free background. activation factor at 10 µM. actives 0.16% (n = 330,000);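 active = activation factor of the enzyme at least 2-fold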; also: the source names both 10 and 20 µM as test concentration; values of inactives mirror those of a sister screen read the other way
HKDC1 inhibitor: HKDC1 (human) hexokinase inhibition; inhibition, % at 20 µM; actives 0.16% (n = 340,000); AID 493160; recombinant HKDC1, G6PDH/diaphorase resazurin coupled fluorescence; Q2TB90;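 active = inhibition above about 35% when tested at 20 µM, limit read from the data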;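 also: plate controls were DMSO wells with enzyme for no effect and DMSO wells lacking enzyme for full effect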
Target sequence (Q2TB90 whole entry, looked up): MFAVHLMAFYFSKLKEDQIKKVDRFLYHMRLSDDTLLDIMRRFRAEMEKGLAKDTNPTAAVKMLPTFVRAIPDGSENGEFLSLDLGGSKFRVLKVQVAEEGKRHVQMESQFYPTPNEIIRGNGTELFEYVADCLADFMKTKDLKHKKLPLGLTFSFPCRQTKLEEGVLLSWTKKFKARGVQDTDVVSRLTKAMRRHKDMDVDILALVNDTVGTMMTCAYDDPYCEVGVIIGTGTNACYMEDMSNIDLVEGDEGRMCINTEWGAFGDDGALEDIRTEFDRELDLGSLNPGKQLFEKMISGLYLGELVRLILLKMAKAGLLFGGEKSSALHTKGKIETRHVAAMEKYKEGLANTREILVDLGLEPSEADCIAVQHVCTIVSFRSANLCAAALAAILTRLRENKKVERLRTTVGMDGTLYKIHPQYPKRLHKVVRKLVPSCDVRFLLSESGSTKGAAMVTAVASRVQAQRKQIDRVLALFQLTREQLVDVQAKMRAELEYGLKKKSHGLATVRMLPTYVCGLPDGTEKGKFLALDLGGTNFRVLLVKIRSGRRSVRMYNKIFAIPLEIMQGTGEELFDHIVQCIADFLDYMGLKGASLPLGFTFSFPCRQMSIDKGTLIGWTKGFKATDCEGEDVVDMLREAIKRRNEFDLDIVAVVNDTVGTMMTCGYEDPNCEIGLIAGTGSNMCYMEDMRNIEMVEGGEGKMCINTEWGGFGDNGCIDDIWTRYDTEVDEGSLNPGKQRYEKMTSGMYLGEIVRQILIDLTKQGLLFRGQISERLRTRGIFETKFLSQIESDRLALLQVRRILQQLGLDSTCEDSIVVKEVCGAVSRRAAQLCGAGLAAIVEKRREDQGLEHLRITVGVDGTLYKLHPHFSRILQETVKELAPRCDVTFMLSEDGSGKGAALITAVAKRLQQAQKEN
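System: Recombinant HKDC1 hexokinase | Amount: HKDC1 at 5 µg/mL | Reagent: Glucose with 1 mM ATP | Doses: Single 20 µM dose | Incubation: Reaction time 90 min, room temperature, protected from light | Signal: Coupled resazurin fluorescence, excitation 525 nm, emission 613 nm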
A3A deaminase: human APOBEC3A DNA deaminase inhibition; inhibition, % at 20 µM; P31941; actives 0.41% (n = 330,000); recombinant A3A, FAM/TAMRA ssDNA deamination fluorescence; AID 493011;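 active = at least 40% inhibition at 20 µM here, with at most 30% in a related deaminase screen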;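 also: plate controls were A3A with DMSO for no effect and wells lacking A3A enzyme for full effect; some results filed as inactive read as strong as hits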
Target sequence (P31941 whole entry, looked up): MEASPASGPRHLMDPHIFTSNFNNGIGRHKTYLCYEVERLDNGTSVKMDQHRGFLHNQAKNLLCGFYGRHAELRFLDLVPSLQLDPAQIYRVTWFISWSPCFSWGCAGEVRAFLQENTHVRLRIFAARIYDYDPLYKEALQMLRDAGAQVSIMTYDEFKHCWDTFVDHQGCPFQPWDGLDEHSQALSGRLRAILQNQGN
mIAP activ: increases mouse intestinal alkaline phosphatase activity. muIAP, CDP-Star luminescence, 30 min; stronger effect = higher value; 1 = vehicle-only enzyme signal, 0 = enzyme-free wells. activation factor at 10 µM. actives 0.24% (n = 330,000);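 active = activation factor of at least 2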; also: the source names both 10 and 20 µM as test concentration; values of inactives mirror those of a sister screen read the other way
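System: mouse IAP enzyme. Reagent: CDP-Star chemiluminescent phosphatase substrate. Benchmarks: DMSO wells, no-enzyme wells. Times: 30 min enzyme-substrate-compound incubation at room temperature. Detection: luminescence from enzymatic CDP-Star hydrolysis. Doses: test compounds delivered from DMSO solution.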
Numbers without * were called inactive. The order is random; about 2.4% have a hit in one of these screens.

ATG4B inhibitor	PfG6PD inh	hIAP inh	mIAP block	hIAP activ	HKDC1 inhibitor	A3A deaminase	mIAP activ	Structure
-9.4	1.4	3.3	0.5	0.967	2.7	1.1	0.995	O=C1C(Cc2ccccc2)Nc2ncnc(N3CCN(c4ccccc4)CC3)c2N1Cc1ccc(Cl)cc1 (stereo not given)
6.4	-23.7	-16.2	9.9	1.16	3.1	-5.8	0.901	COc1ccc(CN2CCN(CC3CC3)CC2CCO)cc1C (stereo not given)
-0.2	13.1	-15.9	2.5	1.16	-2.2	-1.1	0.975	COc1ccccc1NC(=O)CN1C(=O)CC(C)S(=O)(=O)c2ccccc21 (stereo not given)
-7.9	-3.2	3.8	-8.1	0.962	0.7	-2.6	1.08	CN(C)C(=O)CSc1nnc(Cc2ccccc2)n1CC1CCCO1 (stereo not given)
-11.4	-5.4	-13.4	-4.7	1.13	1.6	-1.8	1.05	Cc1cc(C)c(S(=O)(=O)O)c(C)n1
-0.6	-18.1	0.6	0.2	0.994	0.1	-0.7	0.998	COc1cccc(NC(=O)N[C@@H](Cc2ccccc2)C(=O)O)c1
-10.3	6.1	6.9	2.6	0.931	-7.0	-3.0	0.974	Brc1ccc(/C=N/Nc2ccc3ccccc3n2)cc1
-17.1	17.0	-29.9	8.8	1.3	-5.0	-3.6	0.912	COc1cccc(Nc2nnc(SCn3nnc4ccccc4c3=O)s2)c1
-1.9	14.9	-12.6	-2.5	1.13	-5.8	-7.8	1.02	CCC(=O)N1CCc2cc(S(=O)(=O)NCCC(=O)NCc3ccccc3Cl)ccc21
5.6	-1.3	2.5	9.2	0.975	-4.0	-2.9	0.908	COc1ccccc1CNC(=O)CSc1nc(N)c(C#N)c(-c2cccs2)c1C#N
2.9	-15.7	12.1	-4.7	0.879	-1.9	-4.4	1.05	CC(C)Cc1ccc(CN2CCCC(NC(=O)CCn3cnnn3)C2)cc1 (stereo not given)
-5.8	7.8	-3.0	-3.8	1.03	-2.5	-4.1	1.04	O=S(=O)(c1ccc(Br)s1)N1CCC2(CC1)OCCO2
-1.6	-5.1	-13.7	8.6	1.14	-3.5	4.3	0.914	Cc1ccc2c(CN3C(=O)NC4(CCCCC4)C3=O)cc(=O)oc2c1C
-9.8	-2.6	-9.6	4.6	1.1	6.1	-3.5	0.954	COc1ccc(C)cc1NC(=O)C(OC(=O)CNC(=O)c1cccc(F)c1)c1ccccc1 (stereo not given)
-7.6	3.5	10.4	1.0	0.896	6.7	13.3	0.99	O=[N+]([O-])c1ccc(C[n+]2cccc3c4ccccc4ccc32)cc1
-16.2	2.9	-1.6	-3.0	1.02	-1.1	-1.9	1.03	COC(=O)c1c(C)[nH]c(C(=O)CN2C(=O)NC3(CCOc4ccccc43)C2=O)c1C (stereo not given)
-0.1	-9.9	-10.6	1.4	1.11	-5.6	-15.5	0.986	Cc1ccc(-c2nnc(SCC(=O)N3CCCC3)o2)cc1
-3.1	8.2	-5.3	1.0	1.05	3.2	-1.9	0.99	O=C(NN=C1CCCC1)c1ccc(O)cc1O
7.1	-4.6	-4.1	-2.6	1.04	3.4	-0.8	1.03	CCOC(=O)C1=CC[C@H]2c3c(c4ccccc4n3C)C(=O)C1N2Cc1ccccc1
-9.8	-5.4	14.1	7.7	0.859	-16.6	-0.8	0.923	CC(C(N)=O)N1C(=O)C2C3C=CC(C3)C2C1=O (stereo not given)
-3.0	-9.5	7.6	-10.7	0.924	-6.2	-3.0	1.11	Cc1nc2c(C)cccc2cc1C(=O)N/N=C/c1ccc(C(=O)O)cc1
2.0	13.0	-10.1	-0.9	1.1	-1.0	-0.8	1.01	CCn1c(-c2ccccn2)nc2cc(S(=O)(=O)N(C)C)ccc21
-4.2	-10.1	-20.7	1.9	1.21	-3.7	-2.5	0.981	COc1cccc(NC(=O)CN(C)C(=O)c2ccc(Cl)c(S(=O)(=O)N3CCCCCC3)c2)c1
1.0	-3.0	5.4	0.8	0.946	-3.9	-8.3	0.992	CC(=O)Nc1ccc(NCc2ccc(C)s2)cc1
-4.5	12.9	-15.0	-2.2	1.15	-5.0	1.7	1.02	CCOC(=O)c1ccc(NS(=O)(=O)CC)cc1
-6.9	-0.8	-9.2	4.5	1.09	-5.2	6.2	0.955	CCOC(=O)C1CCN(C(=O)CNS(=O)(=O)c2ccc(Br)s2)CC1
8.8	4.4	-24.6	-7.1	1.25	-9.1	0.0	1.07	CC(C)CN(C(=O)CCNC(=O)c1ccc(Cl)cc1)C1CCS(=O)(=O)C1 (stereo not given)
-16.2	10.7	-7.2	-1.7	1.07	14.8	-0.8	1.02	CC(=O)c1ccc(NC(=O)Nc2ccc([N+](=O)[O-])cc2C)cc1
-7.7	0.4	5.1	-7.8	0.949	1.2	3.0	1.08	Cn1ccc(C(=O)N/N=C/c2c[nH]c3ccccc23)n1
-10.8	-7.8	-15.5	2.8	1.16	-1.1	3.4	0.972	O=C(Nc1cccnc1)c1cnn2c(C(F)F)cc(C3CC3)nc12
19.3	46.9	5.2	4.4	0.948	-1.4	-1.1	0.956	COc1ccc(C)cc1NC(=O)c1nn(-c2ccccc2)cc1OC
-9.2	21.3	9.3	9.2	0.907	13.8	-1.4	0.908	COc1cccc2sc3ccc(NCc4ccc5c(c4)OCO5)cc3c(=O)c12
-5.2	-8.6	-30.1	0.5	1.3	-9.9	-4.7	0.995	O=C(Nc1ccc(F)cc1)N1CCN(CCc2ccccc2)CC1
-5.8	3.4	-11.6	-0.6	1.12	-1.9	-5.0	1.01	Cc1ccccc1NC(=O)Cc1nc(COC(=O)c2cccc(O)c2)cs1
-7.0	-11.2	-57.5	-0.2	1.57	-5.8	-0.6	1	C=CCn1c(SCC(=O)NCc2ccccc2)nnc1-c1ccccc1O
-2.2	-3.8	-10.8	2.1	1.11	-7.4	-4.8	0.979	COc1cccc(N2CCN(C(=O)C3CCN(S(=O)(=O)c4cccs4)CC3)CC2)c1
-2.9	13.9	0.6	-8.3	0.994	-6.9	-1.0	1.08	Cc1nc([N+](=O)[O-])c(NCCCO)n1Cc1ccccc1
-2.0	-6.3	-28.5	8.5	1.28	-13.6	2.0	0.915	CCOC(=O)c1c(C)sc2c1N(C(=O)CN(CC)CC)c1cc(Cl)ccc1S2
17.3	-20.0	-1.9	-11.6	1.02	-7.2	-2.4	1.12	Cc1cc(C)nc(N2CCCC(C(=O)NCc3ccc4c(c3)OCO4)C2)n1 (stereo not given)
3.9	-15.0	6.0	-3.7	0.94	8.9	3.6	1.04	COC(=O)c1ccccc1NC(=O)CC(NCc1ccccc1)C(=O)O (stereo not given)
0.4	-24.0	-1.7	3.1	1.02	5.4	-3.6	0.969	O=[N+]([O-])c1ccc([C@H](O)[C@H](CO)N=Cc2ccccc2O)cc1
-0.4	13.7	9.5	-11.0	0.905	-3.2	2.8	1.11	CS(=O)(=O)N1CCN(c2ccc(NC(=O)C(c3ccccc3)c3ccccc3)cc2)CC1
-1.9	4.8	-12.1	-7.4	1.12	-8.8	8.2	1.07	O=C(Nc1ccc(F)c(Cl)c1)C1CCCN(C2=NS(=O)(=O)c3ccccc32)C1 (stereo not given)
-0.7	4.7	-3.8	-5.5	1.04	-6.4	-2.1	1.05	CN(C)/C=N/c1nc2nccc(-c3cccs3)n2n1
0.2	11.6	3.2	1.9	0.968	-3.6	-3.0	0.981	Cc1nc2c(-c3ccc(F)cc3)cnn2c(N)c1-c1ccc(F)cc1
-4.3	-13.9	11.3	-1.5	0.887	9.5	-3.3	1.01	O=C(Nc1nnc(SCC(=O)N2CCCc3ccccc32)s1)c1ccccc1
-1.6	5.2	-18.1	-6.3	1.18	-9.5	-5.7	1.06	CCOC(=O)CCC(=O)N1CCOCCOCCOCC1
0.6	1.4	8.9	-1.1	0.911	21.0	-2.0	1.01	O=C(CCl)N(c1ccccc1)c1c[nH]c2ccccc12
0.0	-16.4	-4.4	-2.1	1.04	-5.7	-5.0	1.02	Cc1cccc(C)c1OC(=O)CSc1nnc(-c2ccccc2O)o1
-7.6	4.6	-10.8	-7.1	1.11	2.2	1.5	1.07	O=C(CN(C(=O)CNS(=O)(=O)c1ccccc1)C1CCCC1)NCc1ccco1
2.2	4.2	3.1	8.1	0.969	-2.2	-1.1	0.919	COc1ccccc1NS(=O)(=O)c1ccc(Cl)c(NC(=O)CN2C(=O)c3ccccc3C2=O)c1
0.0	-1.3	14.2	3.7	0.858	1.2	-3.3	0.963	O=C(COC(=O)c1cc([N+](=O)[O-])ccc1N1CCOCC1)NC1CCS(=O)(=O)C1 (stereo not given)
-15.8	-3.4	-10.0	-6.3	1.1	-1.3	-7.6	1.06	COc1ccc(-c2nn(-c3ccccc3)cc2CO)cc1OC
-15.2	16.0	-9.8	0.5	1.1	3.4	1.7	0.995	COC(=O)[C@]1(Cc2ccccc2)N[C@H](CN(C)C(=O)c2ccc(C)cc2)[C@@H]2C(=O)N(Cc3ccccc3)C(=O)[C@@H]21
-1.9	-0.8	-3.5	2.2	1.03	-5.8	-1.8	0.978	O=C1CCCN1CC(O)CS(=O)(=O)Cc1ccc(Cl)cc1 (stereo not given)
-6.2	-11.5	-47.1	24.1	1.47	-1.8	-2.7	0.759	Cc1cccc(C(=O)NNC(=O)c2ccco2)c1O
-12.0	56.8	-10.6	7.6	1.11	-2.9	-12.0	0.924	COc1ccc2c(c1)S/C(=C\C(=O)c1ccncc1)N2C
-8.7	-1.7	-5.1	9.0	1.05	2.3	-2.6	0.91	NC(=O)[C@@H]1CCCN1C(=O)c1cc(COc2ccc(F)cc2F)on1
-12.9	13.8	16.7	0.6	0.833	-4.9	-1.1	0.994	O=C(CSc1nccn1-c1ccc(Cl)cc1)NCc1ccc2c(c1)OCO2
0.8	-4.7	-18.3	-0.7	1.18	4.9	-1.5	1.01	COc1cc2c(cc1OC)C(C)N(C(=S)NC(=O)c1ccccc1)CC2 (stereo not given)

Given with tabs: entries from further up
molecule	ATG4B inhibitor	PfG6PD inh	hIAP inh	mIAP block	hIAP activ	HKDC1 inhibitor	A3A deaminase	mIAP activ
COc1ccc2c(c1)S/C(=C\C(=O)c1ccncc1)N2C	-12.0	56.8	-10.6	7.6	1.11	-2.9	-12.0	0.924
COc1ccc(-c2nn(-c3ccccc3)cc2CO)cc1OC	-15.8	-3.4	-10.0	-6.3	1.1	-1.3	-7.6	1.06
O=C(CCl)N(c1ccccc1)c1c[nH]c2ccccc12	0.6	1.4	8.9	-1.1	0.911	21.0	-2.0	1.01

Carrying on.
ATG4B inhibitor	PfG6PD inh	hIAP inh	mIAP block	hIAP activ	HKDC1 inhibitor	A3A deaminase	mIAP activ	Structure
53.3*	1.8	-2.0	5.9	1.02	1.6	1.9	0.941	COC(=O)N/N=C/c1cn(Cc2ccc(Cl)cc2Cl)c2ccccc12
-43.1	28.8	0.9	7.8	0.991	-3.0	-1.0	0.922	Cc1cccc(OCCNS(=O)(=O)c2ccc(Cl)cc2)c1
5.3	35.8	-19.9	16.7	1.2	-8.9	22.4	0.833	Cc1ccc(/C=C(\C#N)C(=O)Nc2cccc3ncccc23)o1
-6.7	0.6	-16.4	8.2	1.16	-2.5	-0.7	0.918	COc1ccccc1CNC(=O)c1ccc(CS(=O)(=O)c2ccccc2OC)o1
-6.5	14.7	5.7	15.0	0.943	-0.7	-1.8	0.85	COc1cc(/C=C2\SC(=S)N(CCC(=O)Nc3ccccn3)C2=O)cc(OC)c1OC
-5.4	-6.2	23.5	-1.8	0.765	-3.4	3.3	1.02	Cc1nn(C(C)C(=O)NCc2ccccc2F)c(=O)c2nn(-c3ccccc3)c(C)c12 (stereo not given)

Source: PubChem
